# KLK7 zymogen act – proKLK7 zymogen activators, primary screen, biochemical, fluorescence intensity. 0.9% of 370,000 active. purified proKLK7, EDANS-DABCYL substrate fluorescence; 100% is mature enzyme control, 0% vehicle. activation, % at 7 µM. AID 652039, 2013. Kallikrein-7 (Homo sapiens), P49862;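 active means activation above the mean of all tested compounds plus 3 SD, computed per campaign excluding outliers beyond control limits, cut at about 13% in these data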
# DDE Tn7 FP inh – inhibitors of Tn7 peptide binding to fibrin DD(E), primary screen, biochemical, fluorescence polarization, human fibrin, Tn7 probe. FP displacement of FITC-Tn7 peptide from fibrin DD(E); 0% = median of compound wells per plate. inhibition, % at 8.3 µM. 0.13% of 370,000 active. AID 720508, 2013;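 active means inhibition above the mean of compounds falling within the control limits plus 3 SD of them, cut at about 14% in these data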;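 further: 0% = plate median of compound wells and 100% = 10 µM Aha-Tn7 peptide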
#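 Test system – human fibrin DD(E) · Times – 10 min preincubation, 3 h with tracer, room temperature · Detection – fluorescence polarization of the labelled Tn7 tracer · Measure – percent inhibition normalized to high-control wells · Benchmarks – high control wells with 10 µM unlabelled Aha-Tn7 peptide (full inhibition) · Repeats – singlicate testing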
# UHRF1 binding – UHRF1 methylated DNA binding inhibitors, primary screen, counter-screen for MBD2 inhibitor project, biochemical, TR-FRET, human UHRF1, single concentration; 0.75% of 370,000 active; inhibition, % at 4.4 µM; UHRF1 binding to methylated oligo; E3 ubiquitin-protein ligase UHRF1 (Homo sapiens), Q96T88; AID 687016, 2013; in the data active means inhibition above about 21%;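 further: UHRF1 SRA domain binding a hemimethylated CpG hairpin DNA probe; 0% = median of test compound wells and 100% = reference inhibitor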
# Target sequence (Q96T88 whole entry, looked up, the tested form may be a part): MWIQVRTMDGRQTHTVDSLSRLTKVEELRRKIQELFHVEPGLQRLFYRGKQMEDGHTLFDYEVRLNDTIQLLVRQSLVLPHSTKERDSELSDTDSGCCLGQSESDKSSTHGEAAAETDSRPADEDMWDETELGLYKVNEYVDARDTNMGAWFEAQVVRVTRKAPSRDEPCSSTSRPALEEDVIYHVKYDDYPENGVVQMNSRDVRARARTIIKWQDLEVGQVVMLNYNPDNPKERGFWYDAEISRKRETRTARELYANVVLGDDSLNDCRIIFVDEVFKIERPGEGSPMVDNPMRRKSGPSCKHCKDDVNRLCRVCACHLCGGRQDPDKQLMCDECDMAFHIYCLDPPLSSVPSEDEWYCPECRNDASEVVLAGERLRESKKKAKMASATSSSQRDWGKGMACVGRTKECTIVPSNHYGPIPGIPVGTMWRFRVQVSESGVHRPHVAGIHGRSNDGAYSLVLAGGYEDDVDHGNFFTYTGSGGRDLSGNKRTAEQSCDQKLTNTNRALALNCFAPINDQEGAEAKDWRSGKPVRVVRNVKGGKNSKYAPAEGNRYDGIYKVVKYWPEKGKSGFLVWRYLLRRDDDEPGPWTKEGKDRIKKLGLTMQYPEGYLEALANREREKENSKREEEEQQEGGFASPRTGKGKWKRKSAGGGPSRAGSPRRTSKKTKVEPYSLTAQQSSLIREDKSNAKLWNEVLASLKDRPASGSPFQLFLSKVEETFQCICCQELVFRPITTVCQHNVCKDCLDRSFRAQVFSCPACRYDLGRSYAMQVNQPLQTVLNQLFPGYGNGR
# MBD2 DNA inh – inhibitors of MBD2 binding to methylated DNA, primary screen, biochemical, TR-FRET, DNA-binding domain, human; Methyl-CpG-binding domain protein 2 (Homo sapiens), Q9UBB5; inhibition, % at 4.4 µM; 0.31% of 370,000 active; AID 686964, 2013; MBD2 binding to methylated oligonucleotide; in the data active means inhibition above about 13%
# DDE Tn6 FP inh – inhibitors of Tn6 peptide binding to fibrin DD(E), primary screen, biochemical, fluorescence polarization, human fibrin, Tn6 probe | 0.21% of 370,000 active | AID 720509, 2013 | inhibition, % at 8.3 µM | Fibrin DD(E) TRITC-Tn6 fluorescence polarization displacement;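 active means inhibition above a per-campaign cutoff: mean of compounds within control limits plus 3 SD, cut at about 15% in these data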;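 further: 0% = median of all compound wells on the plate and 100% = blocking peptide control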
# TCR-CD3 inh – inhibitors of human TCR-CD3 interaction, primary screen, biochemical, fluorescence, TAMRA-labeled TCR probe; T-cell receptor (TCR); AID 651800, 2012; 0.37% of 360,000 active; inhibition, % at 9.4 µM; in the data active means inhibition above about 19%;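 further: recombinant mutant TCR 2C K166C tagged with TAMRA read by polarization; 0% = receptor in buffer alone and 100% = receptor with positive control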
# PRMT1 FP inh – PRMT1 methyltransferase inhibitors, primary screen, biochemical, fluorescence polarization; Protein arginine N-methyltransferase 1 (Homo sapiens), Q99873; recombinant PRMT1, activity-based probe fluorescence polarization; inhibition, % at 2.79 µM; 1.3% of 370,000 active; AID 652257, 2013;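 active means inhibition above about 21% made by adding two undisclosed values, limit read from the data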
# SIAE inh – human SIAE inhibitors, primary screen, biochemical, fluorescence polarization, FP-Rh probe, 1536-well HTS; 0.69% of 370,000 active; SIAE FP-Rh probe binding; inhibition, % at 9.66 µM; Sialate O-acetylesterase (Homo sapiens), Q9HAT2;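 active means inhibition above a cutoff: mean of compounds within the control limits plus 3 SD of those, cut at about 17% in these data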;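 further: 0% = plate median of compound wells and 100% = probe without SIAE protein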
# LEDGF integ inh – blockers of LEDGF/p75-dependent integrase strand transfer – biochemical, TR-FRET, high throughput, primary screen; HIV-1 integrase (with human LEDGF/p75); TR-FRET IN-LEDGF/p75 DNA integration, Eu/Cy5; inhibition, % at 3.7 µM; 0.64% of 370,000 active; AID 743269, 2014;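 active means inhibition above the screen-wide mean plus 3 SD, cut at about 13% in these data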;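 further: signal is the Cy5 over europium emission ratio at 671 and 618 nm; 0% = plate median of compound wells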
# TDP2 absorb – human TDP2 enzyme inhibitors, primary screen, biochemical, epi absorbance, recombinant enzyme; Tyrosyl-DNA phosphodiesterase 2 (Homo sapiens), O95551; T5PNP hydrolysis, p-nitrophenol absorbance 415 nm; inhibition, % at 12.8 µM; 0.34% of 370,000 active; AID 720702, 2013;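 active means inhibition above the mean of all tested compounds plus 3 SD, set per campaign, cut at about 25% in these data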;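 further: 0% = DMSO with enzyme and 100% = buffer with substrate but no TDP2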
#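 Test system: Human TDP2 enzyme | Reagent: 5 mM T5PNP | Compound dosing: 12.8 µM single point, 1% DMSO | Incubation: Enzyme reaction with compound for 2 h at 37 °C | Technique: p-Nitrophenol epi absorbance | Read-out: % inhibition relative to enzyme-containing and enzyme-free wells | Benchmarks: High control without enzyme, low control DMSO plus TDP2 | Replicates: Singlicate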
# * hit, by the source's call.
# Values in the order – KLK7 zymogen act	DDE Tn7 FP inh	UHRF1 binding	MBD2 DNA inh	DDE Tn6 FP inh	TCR-CD3 inh	PRMT1 FP inh	SIAE inh	LEDGF integ inh	TDP2 absorb
- COc1ccc(-n2cc(CNCC3CC(=O)N(C4CC4)C3)c(-c3ccccc3Cl)n2)cc1 (stereo not drawn)
→ 1.1	-2	-1	-3	1	5	3	-2	-3	0
- CC(=O)Nc1ccc(C2C(=O)c3ccccc3C2=O)cc1
→ 0.1	-12	-1	-2	-2	-2	-1	3	2	-22
- COc1cc(C(CCN2CCOCC2)c2c(OC)cc(OC)c3c2OC(=O)CC3c2ccc(N(C)C)cc2)cc(OC)c1OC (stereo not drawn)
→ 0.8	0	1	-1	-2	-1	-2	5	1	-1
- Cc1ccc(/C=N/c2sc3c(c2C#N)CCC3)o1
→ 0.1	-3	3	-1	-1	7	6	1	0	6
- CCOc1ccc(OCCC(=O)Nc2ccc(F)cc2C)cc1
→ -0.1	-1	-1	-4	8	7	1	3	-8	-6
- COn1c(=O)c(-c2ccc(C)cc2)[n+]([O-])c2ccccc21
→ 1.6	4	-5	2	7	0	-5	-8	3	9
- Cc1ccc(-c2noc(CCC(=O)Nc3cccc(C#N)c3)n2)cc1
→ 0.1	-2	0	-6	-3	8	3	-11	-1	3
- NC(=O)NCCc1ccccc1
→ -0.3	3	-2	-6	1	2	-3	1	1	12
- CC(=O)N(Cc1cc(=O)[nH]c2ccccc12)c1ccc(C)cc1C
→ -0.1	-8	-2	-5	0	-1	0	-2	0	-10
- CCN1CCN(c2ccc(S(=O)(=O)N3CCOCC3)cc2NC(=O)CCC(C)C)CC1
→ 0.9	-2	1	2	-1	5	0	0	2	7
- O=C1c2ccsc2SCCN1Cc1cccc(F)c1
→ 0.1	-6	11	2	-5	-2	0	0	-3	1
- C=CCN1C(=O)CSc2ccc(C(=O)N3CCC(C)CC3)cc21
→ 0.3	-1	-3	-1	4	4	-2	-1	-2	8
- COc1cccc(-c2ncc3ccccc3c2COC(=O)N(C)C)c1
→ 0.0	-5	7	6	2	-5	1	1	0	1

# Another view of four compounds above.
> CCOc1ccc(OCCC(=O)Nc2ccc(F)cc2C)cc1
  KLK7 zymogen act = -0.1	DDE Tn7 FP inh = -1	UHRF1 binding = -1	MBD2 DNA inh = -4	DDE Tn6 FP inh = 8	TCR-CD3 inh = 7	PRMT1 FP inh = 1	SIAE inh = 3	LEDGF integ inh = -8	TDP2 absorb = -6

> CC(=O)N(Cc1cc(=O)[nH]c2ccccc12)c1ccc(C)cc1C
  KLK7 zymogen act = -0.1	DDE Tn7 FP inh = -8	UHRF1 binding = -2	MBD2 DNA inh = -5	DDE Tn6 FP inh = 0	TCR-CD3 inh = -1	PRMT1 FP inh = 0	SIAE inh = -2	LEDGF integ inh = 0	TDP2 absorb = -10

> Cc1ccc(/C=N/c2sc3c(c2C#N)CCC3)o1
  KLK7 zymogen act = 0.1	DDE Tn7 FP inh = -3	UHRF1 binding = 3	MBD2 DNA inh = -1	DDE Tn6 FP inh = -1	TCR-CD3 inh = 7	PRMT1 FP inh = 6	SIAE inh = 1	LEDGF integ inh = 0	TDP2 absorb = 6

> NC(=O)NCCc1ccccc1
  KLK7 zymogen act = -0.3	DDE Tn7 FP inh = 3	UHRF1 binding = -2	MBD2 DNA inh = -6	DDE Tn6 FP inh = 1	TCR-CD3 inh = 2	PRMT1 FP inh = -3	SIAE inh = 1	LEDGF integ inh = 1	TDP2 absorb = 12

# Source: PubChem (The Scripps Research Institute Molecular Screening Center)
